Growth percent in the NCI-60 one-dose screen (48 h, 10 µM unless noted): 100 = growth as untreated, 0 = no growth, -100 = all killed.
U251: U251 CNS tumor cells | 5.4% of 80,000 active
SF-295: SF-295 CNS cancer cells. 5.6% of 79,000 active. AID 1794758
SNB-19: SNB-19 CNS cancer cells; 2.5% of 81,000 active; AID 1794751
CAKI-1: CAKI-1 renal cancer; 4.7% of 75,000 active
SNB-75: SNB-75 CNS cancer; 5% of 79,000 active; AID 1794750
SF-268: SF-268 CNS cancer cells. 3.1% of 82,000 active
NCI-H23: NCI-H23 lung cancer | 4% of 80,000 active | AID 1794731
SF-539: SF-539 CNS cancer; 6.8% of 81,000 active
A498: A498 renal cancer cells. 5.4% of 76,000 active
Starred values were filed as active, the others as inactive; . = no result given; & = joins results of further samples; [ ] = another dose, or the depositor's remark. Rule for the calls: active = growth percent below 10; inactive = the rest.

| item | molecule | U251 | SF-295 | SNB-19 | CAKI-1 | SNB-75 | SF-268 | NCI-H23 | SF-539 | A498 |
| --- | --- | --- | --- | --- | --- | --- | --- | --- | --- | --- |
| 1 | [2H]C([2H])([2H])Oc1cccc(/C=C/C(=O)/C=C(/C=C/c2cccc(OC([2H])([2H])[2H])c2OC([2H])([2H])[2H])OB(F)F)c1OC([2H])([2H])[2H] | 59 | 103 | 89 | 58 | 55 | 98 | 70 | 92 | 117 |
| 2 | Oc1cccc2ccc(-c3ccccc3)nc12 | 88 | . | 92 | . | 96 | 87 | 102 | 86 | 99 |
| 3 | CCOC(=O)c1c(O)cc(-c2cc(OC)c(OC)c(OC)c2)cc1-c1sc(N(C)Cc2ccccc2)nc1Cl | 69 | 96 | 87 | 71 | 86 | 90 | 91 | 93 | 86 |
| 4 | COc1ccc(/C=C2\Cc3c(F)ccc(Br)c3C2=O)c(OC)c1 | 97 | 97 | 100 | 78 | 96 | 100 | . | 97 | . |
| 5 | COC(=O)c1c2c(c(C)[n+]([O-])c1C)C(=O)C(NCCN1CCOCC1)=CC2=O | 84 | 83 | 87 | 73 | 106 | 79 | 60 | 89 | 129 |
| 6 | CCOC(=O)/C(C#N)=C/c1ccccc1F | . | 108 | 111 | 103 | 102 | 99 | 99 | 115 | 104 |
| 7 | O=Cc1c(OCc2cnnn2CC(=O)Nc2ccc(Br)cc2)ccc2ccccc12 | 90 | 89 | 90 | 94 | 73 | 93 | 86 | 96 | 74 |
| 8 | CCOC(=O)c1cc(C#N)n2c1ccc1c3cccnc3ccc12 | 99 | 88 | 97 | 83 | 87 | 96 | 102 | 92 | 113 |
| 9 | C=C1C(=O)O[C@H]2[C@H]1CC/C(COC(=O)n1cc(C)nc1CC)=C\CC[C@@]1(C)O[C@@H]21 | 86 | 105 | 93 | . | 80 | 103 | 99 | 104 | 119 |
| 10 | CC(=O)N(C(C)=O)c1ccc(C)cc1 | 98 | 94 | 94 | 93 | 89 | 97 | 98 | 98 | 119 |
| 11 | COc1ccc2[nH]cc(-c3cc4nc(-c5cn(C)c6ncccc56)cc(N)n4n3)c2c1 | -42* | -71* | 26 | -65* | 52 | 33 | 14 | -94* | 116 |
| 12 | COc1ccc(-c2nc3sccn3c2/C=C/C(=O)c2c[nH]c3ccccc23)cc1 | 46 | 79 | 92 | 50 | 39 | 61 | 73 | 83 | 68 |
| 13 | CCCC(CC)N(c1ccc(Cl)cc1)c1nc(-c2ccc([N+](=O)[O-])cc2)cs1 (stereo not given) | 101 | 100 | 98 | 76 | 97 | 95 | 82 | 96 | 99 |
| 14 | CCCC(O)CNCc1ccnc2ccc(OC)cc12 (stereo not given) | 104 | 99 | 115 | 89 | 85 | 106 | 105 | 104 | 94 |
| 15 | c1ccc(Cn2ccc3c2-c2oncc2CCC3)cc1 | 90 | 86 | 90 | 84 | 97 | 102 | 104 | 93 | 77 |
| 16 | CC1=C(C)C(=O)C(Nc2cccc(C(=O)OC(C)(C)C)c2)=C(Cl)C1=O | 89 | 105 | 92 | 76 | 58 | 92 | 92 | 97 | 60 |
| 17 | COc1ccccc1NC(=O)N/C(N)=N/c1nc2ccccc2s1 | 18 | 39 | 38 | 36 | 23 | 49 | 33 | -31* | -10* |
| 18 | O=[N+]([O-])c1ccc(Oc2ccccc2-c2ccccc2)c([N+](=O)[O-])c1 | 89 | 96 | 99 | 89 | 67 | 92 | 82 | 95 | 82 |
| 19 | COc1cc(/C=C2/SC(=S)NC2=O)ccc1OCc1cn(-c2ccc(S(=O)(=O)Nc3nccs3)cc2)nn1 | 101 | 110 | 99 | 98 | 89 | 95 | 102 | 98 | 101 |
| 20 | COc1ccc(-n2nc(C)c3c2N(C)C2(C)C[C@@H]4C3(C)[C@@H]3CC4(C2)N(C)c2c(c(C)nn2-c2ccc(OC)cc2)[C@H]3C)cc1 (stereo not given in full) | 83 | 48 | 101 | 38 | 80 | 96 | 97 | 83 | 77 |

Values in list order from above:
SNB-19 for entries 10 to 14, in order: 94, 26, 92, 98, 115
SNB-75 for entries 10 to 14, in order: 89, 52, 39, 97, 85
SF-295 for entries 10 to 14, in order: 94, -71*, 79, 100, 99

Single records, as listed above. Order of values: U251 | SF-295 | SNB-19 | CAKI-1 | SNB-75 | SF-268 | NCI-H23 | SF-539 | A498
Listed for `COc1cc(/C=C2/SC(=S)NC2=O)ccc1OCc1cn(-c2ccc(S(=O)(=O)Nc3nccs3)cc2)nn1` → 101 | 110 | 99 | 98 | 89 | 95 | 102 | 98 | 101
Listed for `COc1ccc(/C=C2\Cc3c(F)ccc(Br)c3C2=O)c(OC)c1` → 97 | 97 | 100 | 78 | 96 | 100 | . | 97 | .
Listed for `Oc1cccc2ccc(-c3ccccc3)nc12` → 88 | . | 92 | . | 96 | 87 | 102 | 86 | 99
Listed for `COc1ccc2[nH]cc(-c3cc4nc(-c5cn(C)c6ncccc56)cc(N)n4n3)c2c1` → -42* | -71* | 26 | -65* | 52 | 33 | 14 | -94* | 116
Listed for `CCCC(CC)N(c1ccc(Cl)cc1)c1nc(-c2ccc([N+](=O)[O-])cc2)cs1` (stereo not given) → 101 | 100 | 98 | 76 | 97 | 95 | 82 | 96 | 99

The list continues.
| item | molecule | U251 | SF-295 | SNB-19 | CAKI-1 | SNB-75 | SF-268 | NCI-H23 | SF-539 | A498 |
| --- | --- | --- | --- | --- | --- | --- | --- | --- | --- | --- |
| 21 | COc1ccc(C2NC(=O)Nc3ccccc32)c(OC)c1 (stereo not given) | 100 | 94 | 99 | 93 | 69 | 100 | 102 | 94 | 105 |
| 22 | N#CCC(=O)NNS(=O)(=O)c1ccc(Br)cc1 | 96 | 100 | 102 | 92 | 88 | 98 | 113 | 101 | 78 |
| 23 | Cc1ccc2nc(Cl)c(/C=C/C(=O)c3ccc(N)cc3)cc2c1 | 113&109 | 101&109 | 104&100 | 105&103 | 121&124 | 105&111 | 105&100 | 102&102 | 189&175 |
| 24 | Cc1ccc(/C=C(\C(=O)NNS(=O)(=O)c2ccc(C)cc2)c2nc3ccccc3s2)cc1 | 104 | 107 | 103 | 88 | 78 | 99 | 105 | 107 | . |
| 25 | COc1ccccc1[P+](CO)(c1ccccc1OC)c1ccccc1OC | 87 | 77 | 99 | 113 | 79 | 98 | 87 | 93 | 78 |
| 26 | COc1ccccc1Nc1nnc(-c2ccc(Cl)cc2)o1 | 34 | 40 | 46 | . | 55 | 61 | 64 | 57 | 45 |
| 27 | O=[N+]([O-])c1ccc2c(c1)C(=Nc1ccc(N=C3c4cc([N+](=O)[O-])ccc4-c4ccc([N+](=O)[O-])cc43)cc1)c1cc([N+](=O)[O-])ccc1-2 | 97 | 100 | 104 | 97 | 93 | 97 | 97 | 96 | 88 |
| 28 | CCOc1ccc(/C=C2\SC(=S)N(N3CCOCC3)C2=O)cc1OC | 96 | 94 | 98 | 90 | 89 | 103 | 102 | 99 | 109 |
| 29 | COc1ccc(C2=CCCCCC2)cc1OC | . | 104 | 98 | 96 | 98 | 113 | 106 | 98 | 105 |
| 30 | CCCCNC(=O)Nc1sc2c(c1C(=O)OCC)CCCC2 | 92 | 91 | 94 | 86 | 66 | 92 | 99 | 95 | . |
| 31 | COc1cc(NS(=O)(=O)C(C)C)cc(-c2cc(-c3ccc(N4CCNCC4)cc3)cnc2N)c1 | 77 | 92 | 94 | 87 | 54 | 70 | 84 | 58 | 75 |
| 32 | CC(C)(C#N)c1cc(Cn2cncn2)cc(C(C)(C)C#N)c1 | 101 | 94 | 102 | 96 | 90 | 102 | 102 | 104 | 91 |
| 33 | C#CCOC(=O)c1c(Cl)c(Cl)c(C(=O)OCC#C)c(Cl)c1Cl | 89 | 93 | 91 | 82 | 65 | 103 | 89 | 104 | 96 |
| 34 | NC(N)=NCC(=O)Sc1nc(-c2ccco2)cc(-c2ccc(Cl)cc2Cl)n1 | 88 | . | 97 | 106 | 97 | 119 | 77 | 83 | 97 |
| 35 | C#CCOc1ccc(/C=C2/SC(=O)NC2=O)cc1OC | 100 | 103 | 100 | 100 | 100 | 95 | 104 | 96 | 90 |
| 36 | CN(C)CCN(C)c1ccc2ncc(C#Cc3cncc(C(=O)Nc4ccc(CN5CCN(C)CC5)c(C(F)(F)F)c4)c3)n2n1 | 64 | 84 | -11* | 58 | 48 | 65 | -66* | -9.0* | 112 |
| 37 | O=S(=O)(Nc1ccc(Cl)nn1)c1ccc(NC(=S)Nc2ccccc2)cc1 | 107 | 105 | 98 | 88 | 98 | 94 | 103 | 95 | 97 |
| 38 | O=[N+]([O-])c1ccccc1Nc1ccc2ccccc2c1 | 93 | 98 | 90 | 78 | 63 | 95 | 98 | 97 | 60 |
| 39 | CCc1cccc(CC)c1N1C(=O)CC(Sc2ccccc2N)C1=O (stereo not given) | 90 | 85 | 94 | 90 | 82 | . | 101 | 101 | 106 |
| 40 | CCN(CC)CC(Oc1ccccc1OC)C(=O)c1ccccc1 (stereo not given) | 90 | 95 | . | 87 | 86 | 95 | 93 | 103 | 98 |
| 41 | CCOC(=O)CCC(NC(=O)c1ccc(N)cc1)C(=O)OCC (stereo not given) | 105 | 136 | 109 | 123 | 113 | 100 | 99 | 98 | 112 |
| 42 | Clc1ccc(Cn2cc(CSc3nc4ccccc4o3)nn2)cc1Cl | 95 | 94 | 92 | 90 | 92 | 96 | 101 | 96 | 89 |
| 43 | O=C(Nc1ccc(Cl)c(C(F)(F)F)c1)Nc1ccc(-c2cccnc2)cc1N1CCC(CO)CC1 | 21 | 18 | 29 | 34 | 85 | 48 | 38 | 19 | 14 |
| 44 | Clc1ccc(COc2ccc(Nc3ncnc4c3sc3ncccc34)cc2)cc1Cl | 98 | 104 | 102 | 98 | 105 | 103 | 92 | 97 | 95 |
| 45 | CC/C(=N/O)c1ccccc1 | 98 | 102 | 93 | 94 | 94 | 112 | 107 | 105 | 128 |
| 46 | Cc1ccc(/C=C2\SC(=S)N(CCC(=O)O)C2=O)cc1 | 104 | 101 | 96 | 92 | 106 | 101 | 106 | 100 | . |
| 47 | O=C1CC(c2ccc(Cl)cc2)Oc2ccc(Cl)cc21 (stereo not given) | 74 | 90 | 86 | 82 | 94 | 98 | 94 | 99 | 92 |
| 48 | c1ccc2c(-c3csc(-c4c[nH]c5ncccc45)n3)c[nH]c2c1 | 94 | 98 | 104 | 66 | 76 | 86 | 91 | . | 82 |
| 49 | Cc1cccc(C)c1-c1cc(Cc2ccc(Cl)cc2)c(=O)[nH]n1 | 101 | 104 | 81 | 146 | 91 | 94 | 85 | 111 | 104 |
| 50 | O=c1[nH]c(NCc2nnnn2-c2ccc(Br)cc2)nc2sc3c(c12)CCCC3 | 84 | 92 | 96 | 90 | 93 | 99 | 98 | 96 | 85 |
| 51 | O=C1NC(=O)C2(CCC(C3CCCCC3)CC2)N1 (stereo not given) | 112 | 113 | 103 | 103 | 91 | 85 | 106 | 95 | 103 |
| 52 | COc1cc(C)c2c(c1OC)C(=O)CC2 | 106 | 110 | 106 | 109 | 105 | 111 | 110 | 108 | 104 |
| 53 | O=[N+]([O-])c1ccc(N=Nc2ccc(O)c3ccccc23)cc1 | 15 | . | 40 | . | 69 | 46 | 6.5* | 75 | 72 |
| 54 | CSc1nc(-c2cccs2)c2c(N)nn(S(=O)(=O)c3ccc(Cl)cc3)c2n1 | 89 | 93 | 88 | 82 | 91 | 100 | 100 | 100 | 106 |
| 55 | CC(=O)N(C)c1ccc(O)cc1 | 111 | 106 | 98 | 106 | 90 | 102 | 101 | 97 | 94 |
| 56 | COc1cc(C(=O)/C=C/c2c(C)nn(-c3ccccc3)c2N2CCOCC2)cc(OC)c1OC | 61 | 77 | 91 | . | 30 | 49 | 75 | 78 | 80 |
| 57 | CCOC(=O)c1c(C)c2c(n1Cc1ccc(OC)cc1)CSc1cc(S(=O)(=O)c3ccccc3)c(=O)[nH]c1-2 | 79[100 µM] | 66[100 µM] | 78[100 µM] | 70[100 µM] | 71[100 µM] | 82[100 µM] | 82[100 µM] | 84[100 µM] | 69[100 µM] |
| 58 | N#CCC(=O)OCCOC(=O)CC#N | 106 | . | 115 | 97 | 65 | 100 | 104 | 111 | 109 |

Taken from above.
Entry of CCOC(=O)CCC(NC(=O)c1ccc(N)cc1)C(=O)OCC (stereo not given) in SF-268: 100
Entry of COc1cc(C)c2c(c1OC)C(=O)CC2 in SF-295: 110

From PubChem BioAssay
